POLK inh – qHTS for Inhibitors of Polymerase Kappa. DNA polymerase kappa (Homo sapiens), Q9UBT6. purified Pol kappa, fluorescent DNA synthesis assay, 10 min. Potency, µM (highest dose often 107 µM), for the others: top-dose activity, negative = inhibition, actives largely listed as inhibitors. hit rate 0.53% among 400,000; note: % is set by controls: 0 for no effect and ±100 for the full control effect
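Readout: fluorescence, taken kinetically at 0 and 10 min. Conditions: 10 nM Pol kappa, 15 min RT compound preincubation, 50 nM substrate final. Controls: enzyme-free buffer wells.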
BLM helicase inh – qHTS Assay for Inhibitors of Bloom's syndrome helicase (BLM). Potency, µM (highest dose often 56.1 µM), inactives show at the top dose activity change, negative = inhibition, usual class: inhibitors. recombinant BLM DNA unwinding, fluorescence dequenching. hit rate 0.2% among 350,000. AID 2528, 2010;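 note: plate controls were vehicle for no effect and no enzyme for full effect; nearly all actives have a fitted effect of over 35% in size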
BAZ2B inh – qHTS Assay for Inhibitors of BAZ2B; Bromodomain adjacent to zinc finger domain protein 2B (Homo sapiens), Q9UIF8; AlphaScreen BAZ2B-H3K14Ac peptide displacement; Potency, µM (highest dose often 114 µM), for the others: at the top dose activity change, negative = inhibition, most hits filed as inhibitors; hit rate 4.4% among 360,000; note: % is set by controls: 0 for no effect and ±100 for the full control effect; nearly all actives have a fitted effect of over 60% in size
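Multi-concentration screen (max 110 uM) measuring displacement of acetylated histone H3 peptide from BAZ2B by AlphaScreen, using 50 nM protein, 50 nM peptide and 10 ug/mL streptavidin donor plus Ni-chelate acceptor beads.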
POLI inh – qHTS for Inhibitors of Polymerase Iota. hit rate 1% among 390,000. DNA polymerase iota (Homo sapiens), Q9UNA4. AID 588590, 2011. Pol iota fluorescent replication assay, 10 min. Potency, µM (doses to about 115 µM), inactives show top-dose activity, negative = inhibition, hits mostly inhibitors
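Pol iota at 10 nM preincubated 15 min with compounds at room temperature; reaction started with fluorescent substrate, 50 nM final. Fluorescence read kinetically at 0 and 10 min; buffer-only wells as negative control.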
POLB inh – qHTS Assay for Inhibitors of DNA Polymerase Beta | P06746 | Pol beta primer extension/strand displacement, fluorescence kinetic | Potency, µM (highest dose often 114 µM), for the others: at the highest dose activity change, negative = inhibition, most hits filed as inhibitors | hit rate 1.3% among 340,000 | AID 485314, 2010; note: % is set by controls: 0 for no effect and ±100 for the full control effect
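Kinetic readout of DNA synthesis with strand displacement by Pol beta. Compound and 10 nM enzyme sit 15 min at room temperature; 50 nM substrate starts the reaction, read immediately and at 10 min.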
G9a inh – qHTS Assay for Inhibitors of Histone Lysine Methyltransferase G9a; Histone-lysine N-methyltransferase EHMT2 (Homo sapiens), Q96KQ7; G9a H3K9 monomethylation, AlphaScreen, 2 h; Potency, µM (series often up to 102 µM), for the others: top-dose activity, negative = inhibition, actives largely listed as inhibitors; hit rate 8.8% among 350,000; AID 504332, 2011; note: % is set by controls: 0 for no effect and ±100 for the full control effect; nearly all actives have a fitted effect of over 75% in size
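Compounds were preincubated with 20 nM G9a for 15 min, after which biotinylated H3K9 peptide (500 nM) and SAM (20 uM) started a 2 h room-temperature reaction. Monomethylated product was quantified by antibody-based AlphaScreen chemiluminescence.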
Anesthetic bind – qHTS Assay for Identification of Novel General Anesthetics; Ferritin light chain (Equus caballus), P02791; apoferritin/1-aminoanthracene competitive binding, fluorescence; Potency, µM (doses to about 77.5 µM), for the others: top-dose activity change, negative = displacement, hits mostly inhibitors; hit rate 0.074% among 350,000; note: % is set by controls: 0 for no effect and ±100 for the full control effect; nearly all actives have a fitted effect of over 20% in size
Target sequence (P02791 2-175 limits assumed): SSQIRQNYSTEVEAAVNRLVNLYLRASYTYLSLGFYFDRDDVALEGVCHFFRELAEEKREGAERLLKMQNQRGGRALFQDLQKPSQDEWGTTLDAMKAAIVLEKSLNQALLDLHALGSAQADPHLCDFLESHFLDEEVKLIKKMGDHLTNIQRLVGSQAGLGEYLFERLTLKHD
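Horse-spleen apoferritin (10 uM) was mixed with 50% saturated 1-aminoanthracene in PBS, exposed to compounds for 10 min at room temperature, and read for fluorescence (ex 380 nm, em 535 nm). Competitive displacement was fitted with a four-parameter Hill equation.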
Pol eta inh – qHTS for Inhibitors of Polymerase Eta; DNA polymerase eta (Homo sapiens), Q9Y253; recombinant Pol eta, fluorescent DNA replication assay; Potency, µM (highest dose often 114 µM), inactives show at the highest dose activity change, negative = inhibition, hits mostly inhibitors; hit rate 1.2% among 390,000; note: % is set by controls: 0 for no effect and ±100 for the full control effect
Target sequence (Q9Y253 whole entry, looked up): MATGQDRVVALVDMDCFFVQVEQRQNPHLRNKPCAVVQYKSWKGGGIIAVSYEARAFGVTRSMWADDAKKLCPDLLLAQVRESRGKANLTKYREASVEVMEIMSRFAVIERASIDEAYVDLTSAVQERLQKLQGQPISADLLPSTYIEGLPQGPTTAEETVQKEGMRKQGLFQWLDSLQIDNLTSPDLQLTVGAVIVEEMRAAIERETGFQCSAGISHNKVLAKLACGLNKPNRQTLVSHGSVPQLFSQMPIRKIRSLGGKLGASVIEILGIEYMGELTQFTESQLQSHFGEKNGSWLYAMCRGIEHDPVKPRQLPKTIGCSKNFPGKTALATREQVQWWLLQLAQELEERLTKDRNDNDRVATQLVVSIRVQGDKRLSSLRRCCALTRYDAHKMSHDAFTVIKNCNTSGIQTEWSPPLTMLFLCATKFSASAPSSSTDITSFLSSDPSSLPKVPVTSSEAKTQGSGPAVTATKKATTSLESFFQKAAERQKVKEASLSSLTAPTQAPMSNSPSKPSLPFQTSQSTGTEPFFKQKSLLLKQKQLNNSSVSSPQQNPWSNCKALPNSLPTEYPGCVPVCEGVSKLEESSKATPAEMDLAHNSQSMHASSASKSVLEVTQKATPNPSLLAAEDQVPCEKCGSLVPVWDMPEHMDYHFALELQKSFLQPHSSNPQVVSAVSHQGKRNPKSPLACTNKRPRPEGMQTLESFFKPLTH
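Pol eta at 10 nM preincubated with compounds 15 min at room temperature; reaction started with fluorescent substrate (50 nM final) and read kinetically at 0 and 10 min.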
APEX1 inh – qHTS Assay for Inhibitors of the Human Apurinic/apyrimidinic Endonuclease 1 (APE1) | Potency, µM (highest dose often 65.8 µM), without a hit: at the top dose activity change, negative = inhibition, usual class: inhibitors | AID 2517, 2012 | recombinant APE1, TAMRA/BHQ-2 abasic DNA cleavage fluorescence | hit rate 0.35% among 350,000 | DNA repair nuclease/redox regulator APEX1 (Homo sapiens), P27695;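 note: plate controls were vehicle for no effect and reference inhibitor for full effect; nearly all actives have a fitted effect of over 55% in size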
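Readout is kinetic fluorescence (ex 525, em 598 nm) from cleavage of 50 nM TAMRA/BHQ-2 THF abasic duplex by 0.75 nM APE1, compound added 15 min beforehand at RT.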
* hit, by the source's call; ? = inconclusive; . = not tested or not shown; & = joins results of further samples; [ ] = remark or other dose. Calls come from the whole dose curve; as a rule, active = well fitted curve in the direction sought with a large enough effect; inconclusive = small, poorly fitted or top-dose-only effect, or another doubt; inactive = no such curve, though single readings can be large; an effect the other way counts as inactive or inconclusive. Potency is the fitted concentration of half-maximal effect.

POLK inh	BLM helicase inh	BAZ2B inh	POLI inh	POLB inh	G9a inh	Anesthetic bind	Pol eta inh	APEX1 inh	SMILES
-4%	1%	-39%	4%	6%	?	-7%	-10%	-3%	COCc1cc(=O)n2[nH]c(C)cc2n1
-17%	3%	4%	24%	39%	-35%[59 µM]	-8%	-17%	4%	Cc1ccc([N+](=O)[O-])cc1NC(=O)C1CCN(S(C)(=O)=O)CC1
-4%	-2%	-3%	84%[activator]	21%	11%	-1%	-23%	15%	O=C(NC1CCCCC1)C(c1ccccc1)N(C(=O)c1csnn1)C1CCCC1 (stereo not drawn)
-3%	-1%	5%	2%	0%	4%[59 µM]	-2%	-6%	0%	NC(=O)C1CCN(C(=O)c2ccc(Oc3ccccc3)cc2)CC1
8%	-2%	-13%	30%[activator]	-1%	?	-3%	-3%	-2%	O=C(O)C1=C[C@H](c2ccccc2)C[C@H](OCc2ccc(CO)cc2)O1
-5%	0%	-6%	3%	37%	23%	-12%	0%	?	Cc1ccc(CNC(=O)C2(NC(=O)Nc3ccc(C)cc3)CCCCC2)cc1
3%	4%	-8%	20%	22%	-21%	2%	-13%	7%	Cn1c(=O)oc2cc(S(=O)(=O)N3CCC(C(=O)N4CCN(c5ccccc5)CC4)CC3)ccc21
-17%	-1%	-21%	10%	15%	-17%	7%	-7%	3%	CC1CN(C(=O)/C(C#N)=C2\N=C(NC(=O)c3ccc(F)cc3)c3ccccc32)CC(C)O1 (stereo not drawn)
-24%	-2%	-22%	-1%	2%	.	-3%	4%	0%	Cc1cc(NS(=O)(=O)c2ccc(NC(=O)COc3ccc(Br)cc3)cc2)nc(C)n1
-8%	1%	14%	50%[activator]	11%	9%	-7%	-20%	?	Cc1ccc(C(=O)CSc2nnc(-c3snnc3C)n2C2CC2)cc1
-8%	.	.	-17%	.	.	.	-14%	-18%	COC(=O)[C@]1(Cc2ccccc2)N[C@H](c2ccc(SC3CCCCC3)c(OC)c2)[C@@H]2C(=O)N(C)C(=O)[C@@H]21
4%&-13%	-10%	.	?	.	.	3%	-1%	7%	CCC1(CC)C(=O)C2=C3C1[C@H](C(=O)OC)CC(C(=O)OC)C[C@H]3n1c(=O)n(C)c(=O)n1[C@H]2C (stereo partly drawn)
6%	2%	6%	42%[activator]	-20%	-47%	8%	-9%	3%	COc1cc(S(=O)(=O)N2CCOCC2)ccc1NC(=O)COc1ccc(N(C)S(=O)(=O)c2ccc(C)cc2)cc1
3%	1%	-3%	24%	0%	13%	3%	-10%	40%	CCOC(=O)c1c(C)[nH]c(C)c1S(=O)(=O)NC1CCN(C(=O)OCC)CC1
10%	-3%	0%	33%	25%	12%	-4%	-8%	-2%	Nc1ncnc(Nc2ccccc2Cl)n1
0%[60.1 µM]	-1%	1%	25%	-2%	4%[12.7 µM]	60%[activator]	11%	.	COc1ccc(NC(=O)c2cc3c([nH]c2=O)CC(c2ccccc2)CC3=O)cc1 (stereo not drawn)
-16%	4%	-17%	1.4µM*	11%	-25%[59 µM]	-7%	-4%	0%	Cc1[nH]n(-c2ccccc2)c(=O)c1C(c1ccc(C(=O)O)cc1)c1c(C)[nH]n(-c2ccccc2)c1=O
-9%	1%	79µM*	92%[activator]	-22%	28µM*	-9%	-16%	-7%	COc1ccccc1/C=C/CN1CCCCC1
-2%	-1%	0%	18%	3%	-1%[59 µM]	-11%	-12%	1%	COc1ccc(-c2nnc(SCCC(=O)O)n2-c2ccccc2)cc1OC
0%	-5%	-33%	14%	1%	-25%	-8%	-11%	27%	O=C(Nc1cccnc1)C1CC(=O)N(c2ccc(F)cc2)C1 (stereo not drawn)
-8%[60.1 µM]	-5%	-2%	-4%	22%	1%[59 µM]	1%	-10%	.	CCOC(=O)CN1C(=O)N(c2ccc(C)c(C)c2)S(=O)(=O)c2ccccc21
-8%	-1%	-9%	151%[activator]	-4%	15%	-5%	-10%	-4%	O=C(Nc1cc(Cl)ccc1N1CCOCC1)c1cccnc1Cl
-2%	1%	8%	-3%	15%	-9%[59 µM]	2%	-14%	5%	Cn1c(SCCOc2ccccc2Cl)nnc1-c1cccs1
-14%	.	3%	-19%	.	-19%[59 µM]	.	-4%	26%	Cc1ccc(C(=O)N(Cc2nnc(-c3ccc(Cl)cc3)o2)C2CC2)o1
-3%	2%	-1%	6%	-5%	24%[59 µM]	1%	-14%	3%	CCOC(=O)N1CCN(CCC(=O)Nc2ccccc2OC)CC1

Next part; the last four above are carried over.
POLK inh	BLM helicase inh	BAZ2B inh	POLI inh	POLB inh	G9a inh	Anesthetic bind	Pol eta inh	APEX1 inh	SMILES
-8%	-1%	-9%	151%[activator]	-4%	15%	-5%	-10%	-4%	O=C(Nc1cc(Cl)ccc1N1CCOCC1)c1cccnc1Cl
-2%	1%	8%	-3%	15%	-9%[59 µM]	2%	-14%	5%	Cn1c(SCCOc2ccccc2Cl)nnc1-c1cccs1
-14%	.	3%	-19%	.	-19%[59 µM]	.	-4%	26%	Cc1ccc(C(=O)N(Cc2nnc(-c3ccc(Cl)cc3)o2)C2CC2)o1
-3%	2%	-1%	6%	-5%	24%[59 µM]	1%	-14%	3%	CCOC(=O)N1CCN(CCC(=O)Nc2ccccc2OC)CC1
-15%	1%	16%	64%[activator]	-1%	.	-8%	-15%	2%	Cc1ccc(C(=O)NCc2ccco2)cc1
.	6%	-32%	.	?	40µM*	-10%	.	4%	CCCCn1c(=N)n(CC(=O)c2ccc([N+](=O)[O-])cc2)c2ccccc21
-4%	-1%	-2%	-1%[58.9 µM]	4%	-7%[12.7 µM]	-10%	-7%	-1%	O=S(=O)(Cc1ccccc1)N1CCN(Cc2ccccc2)CC1
-9%	-6%	-23%	6%	0%	16%[59 µM]	-20%	-15%	2%	O=C(COc1ccccc1Cl)NCCc1ccc2c(c1)OCCO2
-7%	-7%	19%	?	-28%	2%[12.7 µM]	-9%	-8%	-9%	c1ccc(C(Cc2nc(-c3cccnc3)no2)c2ccccc2)cc1
8%	2%	-8%	34%[activator]	-1%	?	-8%	6%	5%	Cc1cc(C)n(-c2ccc(C(C)C)cc2)c(=O)c1C#N
-7%	2%	14%	-15%	12%	?	8%	-10%	4%	CCC(=NCCN1CCNCC1)C1=C(O)CC(C)(C)CC1=O
-1%	2%	-1%	30%[activator]	10%	17%[59 µM]	-7%	-7%	-1%	COc1ccc(/C(N)=N/OC(=O)c2ccc3c(c2)OCO3)cc1
.	28µM*	6.3µM*	.	4µM*	3.2µM*	-23%	.	?	CCOC(=O)c1ccc2c(c1)C1C=CCC1C(C(=O)O)N2 (stereo not drawn)
6%	.	.	1%	.	.	.	-28%	18%	Cc1ccc(S(=O)(=O)/N=C(/Nc2ccccc2C)c2ccccc2)cc1
-1%	1%	5%	29%	-2%	-11%	-13%	6%	10%	CCOc1ccc(N2CC(C(=O)Nc3ccccc3C(=O)NC3CC3)CC2=O)cc1 (stereo not drawn)
2%[60.1 µM]	-14%	.	.	.	0%[12.7 µM]	.	.	21%	Cc1noc(C)c1C(=O)N1CCC2(CCCN(c3ncccn3)C2)CC1
-21%	-2%	-35%	-3%	-23%	-6%	?	0%	7%	O=c1[nH]c(CN2CCN(Cc3ccccc3)CC2)nc2scc(-c3ccccc3)c12
-5%	-3%	4%	20%	3%	10%[59 µM]	-1%	-16%	.	CCCSc1nc2sc3c(c2c(=O)n1-c1ccccc1)CCC(C)C3 (stereo not drawn)
-8%	-4%	-4%	22%	11%	-18%[59 µM]	-3%	-13%	-2%	Cc1ccc(NC(=S)NCC(C)C)cc1
-19%	-4%	0%	5%	4%	5%[59 µM]	-5%	-13%	.	Cc1ccc2oc3c(c(=O)c2c1)C(c1ccc(F)cc1)N(c1nc(C)c(C)s1)C3=O (stereo not drawn)
-24%	-4%	-5%	12%	-12%	-4%[59 µM]	4%	-5%	12%	O=[N+]([O-])c1cccc(C(=Nc2ccccc2Cl)NO)c1
-3%	-2%	-2%	41%[activator]	18%	-11%	-4%	-5%	28%	CC(OC(=O)CN1C(=O)c2ccccc2C1=O)C(=O)NC1CCCC1 (stereo not drawn)
3%	-6%	-27%	44%[activator]	-26%	?	?	-1%	-6%	Cn1nc(C(=O)Nc2ccc(S(=O)(=O)N3CCCCC3)cc2)c2ccccc2c1=O
-6%	-8%	-11%	-1%	?	21%[59 µM]	4%	-23%	-5%	COC(=O)c1c(NC(=O)CN(c2ccc(C)c(C)c2)S(C)(=O)=O)sc2c1CCCC2
-21%	-1%	8%	16%	9%	-3%[59 µM]	0%	-1%	14%	CCOC(=O)Cn1nc(/C=C/c2ccc(C)cc2)ccc1=O
-6%	-2%	-3%	7%	3%	10%	-3%	3%	4%	CCOc1cc(C=O)ccc1OCCCN1C(=O)NC(C)(C)C1=O
2%	-18%	56µM*	3%	22µM*	50µM*	-1%	-18%	10µM*	CC1(C)CC(=O)C(N=Nc2cc(S(=O)(=O)N3CCOCC3)ccc2Cl)=C(O)C1

Arranged by length of the SMILES (largest number first): part of the list above.
POLK inh	BLM helicase inh	BAZ2B inh	POLI inh	POLB inh	G9a inh	Anesthetic bind	Pol eta inh	APEX1 inh	SMILES
-6%	-8%	-11%	-1%	?	21%[59 µM]	4%	-23%	-5%	COC(=O)c1c(NC(=O)CN(c2ccc(C)c(C)c2)S(C)(=O)=O)sc2c1CCCC2
-1%	1%	5%	29%	-2%	-11%	-13%	6%	10%	CCOc1ccc(N2CC(C(=O)Nc3ccccc3C(=O)NC3CC3)CC2=O)cc1 (stereo not drawn)
-3%	-2%	-2%	41%[activator]	18%	-11%	-4%	-5%	28%	CC(OC(=O)CN1C(=O)c2ccccc2C1=O)C(=O)NC1CCCC1 (stereo not drawn)

Source: PubChem BioAssay

Only part of the results is shown; the hit share may differ from the screen's.
